EWS-Fli inh = EWS/Fli-driven NR0B1 reporter inhibitors, primary screen, A673 cells, NR0B1 luciferase, luminescence, MLPCN library; viability-normalised; inhibition, % at 12.6 µM; hit rate 0.67% among 350,000; AID 651661, 2012;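 active = mean inhibition of at least 50% after viability correction, with every replicate also passing that limit; inconclusive = mean reaches 50% but only one of two replicates passes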;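 note: firefly luciferase signal divided by Alamar Blue viability fluorescence both relative to DMSO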
Casp6 inh = human caspase-6 inhibitors, primary screen, biochemical, VEID-R110 fluorescence, single point, set 2. P55212. purified caspase-6, Z-VEID-R110 cleavage fluorescence. inhibition, % at 12.5 µM. hit rate 0.53% among 350,000. AID 686996, 2013;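 active = mean inhibition across replicates at least about 35%, with every replicate also reaching that limit, limit read from the data; inconclusive = only one of the two criteria met; inactive = neither criterion met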;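 note: 0% = median of neutral control wells and 100% = no fluorescence left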
Target sequence (P55212 24-179 limits assumed): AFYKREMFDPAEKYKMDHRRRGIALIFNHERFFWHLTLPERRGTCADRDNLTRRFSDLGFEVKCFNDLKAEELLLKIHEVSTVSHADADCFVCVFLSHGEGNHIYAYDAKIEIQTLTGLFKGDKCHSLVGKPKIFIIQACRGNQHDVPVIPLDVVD
Target sequence (P55212 194-293 limits assumed): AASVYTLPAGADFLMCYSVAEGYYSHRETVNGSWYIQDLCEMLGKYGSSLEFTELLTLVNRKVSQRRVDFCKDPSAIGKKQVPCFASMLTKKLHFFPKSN
PAX8 reporter = inhibitors of PAX8-driven TPO luciferase reporter, primary screen, RMG-I cells, single concentration; hit rate 1.2% among 360,000; inhibition, % at 12.6 µM; SteadyGlo, 24 h;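 active = mean replicate inhibition at least 60% with every replicate also reaching 60%; inconclusive = only one of the two criteria is met; inactive = mean below 60% and not all replicates reaching 60%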;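 note: luciferase light reporting Pax8 driven TPO promoter activity; plate controls were median of neutral control wells for no effect and mitoxantrone controls for full effect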
LGR2 antag = inhibitors of bursicon-induced LGR2 CRE-luciferase signal, primary screen, cell-based, HEK293, CRE-luciferase reporter, bursicon stimulation. bursicon-stimulated, 4 h. hit rate 0.35% among 380,000. Drosophila bursicon receptor LGR2 (rickets). inhibition, % at 9.99 µM;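 active = drop in luminescence signal, shown as inhibition above about 50% in the replicate tests, limit read from the data, passing the limit was not always enough; inconclusive = probably only some replicates passing the limit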;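 note: agonist challenge used bursicon conditioned medium at about half maximal strength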
DENV2 CPE = inhibitors of DENV2 cytopathic effect, primary screen, cell-based, plate reader, single concentration | DENV2-infected cells, cytopathic effect rescue | CPE inhibition, % at 9.99 µM | hit rate 1.7% among 350,000 | AID 651640, 2012; in the data active = CPE inhibition above about 20%, passing the limit was not always enough; inconclusive = no clear call, values can overlap the other calls; tested in BHK-21 cells;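 note: 0% = median of neutral control wells and 100% = median of positive control wells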
ARNT TACC3 PPI = disruptors of ARNT/TACC3 protein interaction, primary screen, biochemical, AlphaScreen, single concentration | Transforming acidic coiled-coil-containing protein 3 (Homo sapiens), Q9Y6A5 | AlphaScreen His-ARNT PAS-B/GST-TACC3 binding, luminescence; TACC3 fragment carries E629A point mutation | inhibition, % at 9.99 µM | hit rate 0.66% among 390,000 | AID 623870, 2012;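 active = mean inhibition of replicates at least 50% and at least half of replicates each reaching 50%; inconclusive = half or more replicates reach 50% but mean below 50%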;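 note: 0% = complete ARNT plus TACC3 wells and 100% = ARNT alone without TACC3; many hits fall short of the cut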
SIRT5 inh = SIRT5 desuccinylase inhibitors, primary screen, biochemical, fluorescence imaging, single point, set 5; NAD-dependent protein deacylase sirtuin-5, mitochondrial (Homo sapiens), Q9NXA8; inhibition, % at 15 µM; Purified SirT5, succinyl-peptide AMC, trypsin-coupled fluorescence; hit rate 1.1% among 330,000; in the data active = inhibition above about 15%; inconclusive = no clear call, values can overlap the other calls
Target sequence (Q9NXA8 whole entry, looked up): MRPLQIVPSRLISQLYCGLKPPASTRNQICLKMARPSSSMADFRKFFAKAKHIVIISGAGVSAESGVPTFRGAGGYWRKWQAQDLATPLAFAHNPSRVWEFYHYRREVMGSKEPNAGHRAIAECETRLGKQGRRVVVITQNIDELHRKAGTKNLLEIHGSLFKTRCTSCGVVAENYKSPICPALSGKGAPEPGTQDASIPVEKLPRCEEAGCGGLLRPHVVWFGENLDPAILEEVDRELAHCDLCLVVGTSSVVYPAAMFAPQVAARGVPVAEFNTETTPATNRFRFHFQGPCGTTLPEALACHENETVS
Active calls of the source: *; ? = inconclusive; · = no result given.

(1) CC1Sc2ccc(S(=O)(=O)CCC(=O)Nc3cc(F)ccc3F)cc2NC1=O (stereo unspecified)
(2) Cc1cc(C)n2c(SCC(=O)Nc3ccc(F)cc3F)nnc2n1
(3) O=C1N(c2ccccc2)C(c2ccccc2)N2CCCN12 (stereo unspecified)
(4) O=C(C[C@@H]1C=C[C@@H](NS(=O)(=O)c2ccc(F)cc2)[C@@H](CO)O1)N1CCN(c2ccccc2)CC1
(5) COc1ccc(CCN(C(=O)c2snc(C(N)=O)c2N)C(C)C(=O)NC2CCCCC2)cc1OC (stereo unspecified)
(6) C[C@@H]1CN([C@@H](C)CO)C(=O)c2cc(N(C)C)ccc2O[C@@H]1CN(C)C(=O)Nc1ccc(C(F)(F)F)cc1
(7) C[C@@H]1CN([C@H](C)CO)C(=O)c2cc(C3=CCCCC3)cnc2O[C@@H]1CN(C)Cc1cccnc1
(8) C=C(C)c1cccc(C(C)(C)NC(=O)Nc2ccc(C(C)=O)cc2)c1

assay / compound,1,2,3,4,5,6,7,8
EWS-Fli inh,·,-5,-5,-5,4,7,-3,·
Casp6 inh,2,1,-2,1,0,0,-1,·
PAX8 reporter,10,-14,-3,-1,30,25,-9,-18
LGR2 antag,-16,8,4,4,-7,-7,30,0
DENV2 CPE,-5,-3,-4,?,?,?,-3,·
ARNT TACC3 PPI,0,-14,1,7,-16,-3,-6,-1
SIRT5 inh,0,0,3,4,1,-6,-4,·

(9) COC(C[C@@H]1O[C@H]1[C@@H](O)[C@@H](C)OCc1ccccc1)OC
(10) Cc1ccc(NC(=O)COC(=O)c2ccccc2Nc2ccccc2)cc1
(11) COc1c(Br)cc([N+](=O)[O-])c(OC)c1C(=O)NC(=O)Nc1cc(Cl)cc(Cl)c1
(12) CCc1cccc(NC(=O)CCNC(=O)Cn2ccc3ccccc3c2=O)c1
(13) Cc1cc(C)n(CC(C)NCc2cn[nH]c2-c2cccc3ccccc23)n1 (stereo unspecified)
(14) C[C@@H]1CCCCO[C@@H](CN(C)C(=O)NC2CCCCC2)[C@@H](C)CN([C@H](C)CO)C(=O)c2cc(NC(=O)CCCCCC(=O)Nc3ccccc3N)ccc2O1
(15) COc1cc2c(cc1OC)C(c1ccccc1)N(C(=O)c1ccccc1)CC2 (stereo unspecified)
(16) COc1n[nH]c(C(=O)Nc2cc(Cl)ccc2Cl)c1[N+](=O)[O-]

assay / compound,9,10,11,12,13,14,15,16
EWS-Fli inh,-5,-15,40,3,4,0,20,4
Casp6 inh,·,-1,0,-5,2,-3,1,0
PAX8 reporter,-7,13,20,2,20,·,-5,17
LGR2 antag,3,-5,·,-1,·,0,2,-11
DENV2 CPE,-4,-3,?,-5,-5,-5,-2,-5
ARNT TACC3 PPI,-3,-2,-2,-12,5,21,-5,2
SIRT5 inh,·,1,-5,-3,-1,1,1,-2

Shown with each value named: part of the list above
6) C[C@@H]1CN([C@@H](C)CO)C(=O)c2cc(N(C)C)ccc2O[C@@H]1CN(C)C(=O)Nc1ccc(C(F)(F)F)cc1
- EWS-Fli inh: 7
- Casp6 inh: 0
- PAX8 reporter: 25
- LGR2 antag: -7
- DENV2 CPE: ?
- ARNT TACC3 PPI: -3
- SIRT5 inh: -6

9) COC(C[C@@H]1O[C@H]1[C@@H](O)[C@@H](C)OCc1ccccc1)OC
- EWS-Fli inh: -5
- Casp6 inh: ·
- PAX8 reporter: -7
- LGR2 antag: 3
- DENV2 CPE: -4
- ARNT TACC3 PPI: -3
- SIRT5 inh: ·

14) C[C@@H]1CCCCO[C@@H](CN(C)C(=O)NC2CCCCC2)[C@@H](C)CN([C@H](C)CO)C(=O)c2cc(NC(=O)CCCCCC(=O)Nc3ccccc3N)ccc2O1
- EWS-Fli inh: 0
- Casp6 inh: -3
- PAX8 reporter: ·
- LGR2 antag: 0
- DENV2 CPE: -5
- ARNT TACC3 PPI: 21
- SIRT5 inh: 1

7) C[C@@H]1CN([C@H](C)CO)C(=O)c2cc(C3=CCCCC3)cnc2O[C@@H]1CN(C)Cc1cccnc1
- EWS-Fli inh: -3
- Casp6 inh: -1
- PAX8 reporter: -9
- LGR2 antag: 30
- DENV2 CPE: -3
- ARNT TACC3 PPI: -6
- SIRT5 inh: -4

Further results.
(17) O=C(NCCN1CCOCC1)c1cc([N+](=O)[O-])cc([N+](=O)[O-])c1
(18) Cc1cc(C)nc(SCC(=O)NC(=O)c2ccccc2O)n1
(19) C[C@@H]1CN([C@H](C)CO)C(=O)c2ccccc2-c2ccccc2CO[C@@H]1CN(C)Cc1cccc(O)c1
(20) O=C(C1CCCN(S(=O)(=O)c2ccc(Br)s2)C1)N1CCN(c2ccccc2)CC1 (stereo unspecified)
(21) COc1ccccc1CNC(=O)C(NC(=O)c1ccccc1C)C(C)C (stereo unspecified)
(22) CS(=O)(=O)Nc1ccc2c(c1)[C@@H]1C[C@H](CC(=O)N3CCCCC3)O[C@@H](CO)[C@@H]1O2
(23) C[C@@H]1CCCCO[C@H](CN(C)C(=O)Nc2ccc(C(F)(F)F)cc2)[C@H](C)CN([C@H](C)CO)C(=O)c2cc(NC(=O)Cc3ccccc3)ccc2O1
(24) Cc1ccc(S(=O)(=O)N2CCCC2C(=O)Nc2nc3ccccc3s2)cc1 (stereo unspecified)

assay / compound,17,18,19,20,21,22,23,24
EWS-Fli inh,2,-5,-6,20,1,-2,10,5
Casp6 inh,1,1,0,1,-1,·,·,11
PAX8 reporter,2,-18,-16,36,-31,1,10,·
LGR2 antag,-2,21,15,5,·,-6,9,-18
DENV2 CPE,-10,9,6,-7,8,5,3,-6
ARNT TACC3 PPI,-3,-5,10,·,-3,-5,-11,9
SIRT5 inh,-2,-3,0,-4,-4,·,·,10

(25) COc1ccc(-c2oc3ccc(-c4ccc(OC)nc4)cc3c2-c2ccc(OC)cc2)cc1
(26) CN(C)C(=O)c1cccc(-c2ccc([C@@H]3[C@@H](CO)N4C(=O)CNC[C@@H]34)cc2)c1
(27) C=CCNC(=O)NC(=O)c1csc([N+](=O)[O-])c1
(28) CC1(C)C(=O)Nc2ccccc2N1C(=O)COC(=O)c1cc([N+](=O)[O-])ccc1N
(29) CCOC(=O)N1CCc2[nH]c3ccc(C)cc3c2C1
(30) Cc1noc(C)c1NC(=O)N(C)C[C@H]1Oc2ccc(NS(=O)(=O)c3cn(C)cn3)cc2CC(=O)N([C@H](C)CO)C[C@@H]1C
(31) COC(=O)Cc1ccc(OC2(C)CCN(Cc3ccccc3OC(F)F)C2)cc1 (stereo unspecified)
(32) CCOc1ncccc1C(=O)Nc1cc(S(=O)(=O)N2CCOCC2)ccc1N1CCCC1

assay / compound,25,26,27,28,29,30,31,32
EWS-Fli inh,5,-4,14,0,-12,-5,-6,4
Casp6 inh,-2,-2,-3,5,0,1,1,-1
PAX8 reporter,-2,-24,2,18,0,6,23,10
LGR2 antag,-5,-3,·,9,·,1,-6,-5
DENV2 CPE,-1,5,-1,9,7,48*,-6,-6
ARNT TACC3 PPI,-18,·,-48,-4,-5,·,·,-2
SIRT5 inh,-14,4,0,-2,-1,3,·,-7

(33) CCN(CC)c1nc(-c2ccccn2)nc(-c2ccccc2)c1C#N
(34) CCNC(=O)C[C@@H]1CC[C@@H]2[C@@H](COc3ccc(NC(=O)c4cscn4)cc3C(=O)N2C)O1
(35) CC1CCCCC1NC(=O)c1c(O)nc2ccccn2c1=O (stereo unspecified)
(36) COc1ccc(N(C)S(=O)(=O)c2cccc(C(=O)NC3CCC(C)CC3)c2)cc1 (stereo unspecified)
(37) Cc1ccc(C(=O)NCC(=O)N(C)CC(=O)Nc2ccccc2Br)s1
(38) COc1ccc(NC(=O)CC2C(=O)N(C)C(=S)N2Cc2ccc3c(c2)OCO3)cc1 (stereo unspecified)
(39) Cc1cccc(-c2nnc(SCC(=O)N3CCOCC3)o2)c1
(40) COc1ccc(C(O)P(=O)(OC(C)C)OC(C)C)c(OC)c1 (stereo unspecified)

assay / compound,33,34,35,36,37,38,39,40
EWS-Fli inh,49,1,-3,-2,-2,·,-72,-4
Casp6 inh,20,1,3,3,-1,·,0,-4
PAX8 reporter,45,-19,-7,3,10,-5,-34,33
LGR2 antag,18,-2,11,25,14,-8,-10,4
DENV2 CPE,-7,?,13,4,-10,·,-3,-2
ARNT TACC3 PPI,0,-17,-7,1,-5,-20,-3,-8
SIRT5 inh,0,1,-4,-2,-3,·,1,0

(41) CN1C(=O)c2cc(NC(=O)Nc3ccccc3F)ccc2OC[C@H]2O[C@H](CC(=O)NCc3ccc(-c4ccccc4)cc3)CC[C@H]21
(42) O=C(C[C@@H]1CC[C@@H]2[C@H](COC[C@@H](O)CN2C(=O)Nc2ccc(C(F)(F)F)cc2)O1)NCC1CCCCC1
(43) O=S(=O)(NCCc1cn2ccccc2n1)c1cccs1
(44) CCC1CCCCN1C(=O)c1ccc(OC2CCN(Cc3ccccn3)CC2)cc1 (stereo unspecified)
(45) Oc1ccccc1-c1nc2cnccn2c1Nc1ccc2c(c1)OCCO2
(46) Cc1noc(C)c1NC(=O)Nc1ccc2c(c1)C(=O)N([C@H](C)CO)C[C@H](C)[C@H](CN(C)C(=O)Nc1cccc3ccccc13)O2
(47) N#C[C@H]1[C@@H](c2ccccc2-c2cccc(F)c2)[C@@H](CO)N1C(=O)C1CC1
(48) O=C(O)c1ccccc1C(=O)c1ccc2c(c1)N(Cc1cccc(F)c1)C(=O)CO2

assay / compound,41,42,43,44,45,46,47,48
EWS-Fli inh,0,·,-25,9,-10,-6,8,-3
Casp6 inh,0,4,-2,-2,-2,-2,3,2
PAX8 reporter,-4,·,-39,7,·,·,·,11
LGR2 antag,2,23,5,-18,-13,6,2,4
DENV2 CPE,-15,0,9,-4,2,2,?,1
ARNT TACC3 PPI,9,2,-3,3,11,3,·,-1
SIRT5 inh,2,2,-4,1,1,-5,-2,2

(49) Cc1cccc(-c2nc3ccccc3c(=O)n2NC(=O)c2cccs2)c1
(50) CCOC(=O)c1ccc(S(=O)(=O)Nc2ccc(N3CCOCC3)cc2)cc1
(51) CC(OC(=O)CNC(=O)c1cccs1)C(=O)Nc1ccc(S(N)(=O)=O)cc1 (stereo unspecified)
(52) COc1ccc(-n2c(C)cc(C(=O)NC3CCCCC3)c2C)cc1
(53) O=C1O[C@@H](c2ccccc2)[C@@H](c2ccccc2)N2[C@@H](c3ccc(O)cc3)[C@]3(C(=O)Nc4ccc(C#CC5(O)CCCCCC5)cc43)[C@@H](C(=O)N3CCCCCCC3)[C@H]12
(54) Cc1cc2ccccn2c1C(=O)c1cccc(F)c1
(55) CN(C)CCCNC(=O)C(=O)NCC1OCCN1S(=O)(=O)c1cccs1 (stereo unspecified)
(56) Cc1ccc2c(c1)Oc1ccc(NC(=O)CCCl)cc1C(=O)N2

assay / compound,49,50,51,52,53,54,55,56
EWS-Fli inh,0,3,6,-87,3,3,·,15
Casp6 inh,0,0,8,0,0,1,-183,7
PAX8 reporter,11,-6,2,·,4,-26,-2,22
LGR2 antag,14,0,18,-27,·,3,19,-6
DENV2 CPE,2,-9,0,-11,-11,-2,?,0
ARNT TACC3 PPI,·,20,36,3,-16,-37,-8,·
SIRT5 inh,-1,-4,-10,-1,7,1,2,-5
